Compound activity from PubChem BioAssay.
HDAC3 inh – human HDAC3 inhibition | actives 0.15% (n = 320,000) | O15379 | inhibition, % at 8.3 µM | recombinant HDAC3, fluorogenic peptide/trypsin coupled, fluorescence; in the data active = inhibition above about 26%, passing the limit was not always enough; inconclusive = no clear call, values can overlap the other calls
MrgX1 PAM – allosterically activates human MrgX1 receptor signaling | B-score at 10 µM | Q96LB2 | actives 0.63% (n = 310,000) | AID 588675 | MrgX1-HEK293, Fluo-4 calcium flux, FDSS; hits give high values;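 active = plate-corrected calcium response at least 3 library SD above typical, normal starting fluorescence, not activating the receptor alone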;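 also: compound read alongside a low EC10 to EC30 dose of BAM8-22 agonist; peak minus trough fluorescence over baseline measured at the second addition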
TRPC6 activator – activates the mouse TRPC6 cation channel | Q61143 | HEK293-TRPC6 membrane potential dye fluorescence; hits give high values | B-score at 10 µM | actives 0.13% (n = 310,000) | AID 2550;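 active = B-score of the integrated fluorescence ratio above library mean plus 3 SD, and starting fluorescence ratio within library mean plus 5 SD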;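 also: higher score means more depolarization so channel activation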
Target sequence (Q61143 whole entry, looked up): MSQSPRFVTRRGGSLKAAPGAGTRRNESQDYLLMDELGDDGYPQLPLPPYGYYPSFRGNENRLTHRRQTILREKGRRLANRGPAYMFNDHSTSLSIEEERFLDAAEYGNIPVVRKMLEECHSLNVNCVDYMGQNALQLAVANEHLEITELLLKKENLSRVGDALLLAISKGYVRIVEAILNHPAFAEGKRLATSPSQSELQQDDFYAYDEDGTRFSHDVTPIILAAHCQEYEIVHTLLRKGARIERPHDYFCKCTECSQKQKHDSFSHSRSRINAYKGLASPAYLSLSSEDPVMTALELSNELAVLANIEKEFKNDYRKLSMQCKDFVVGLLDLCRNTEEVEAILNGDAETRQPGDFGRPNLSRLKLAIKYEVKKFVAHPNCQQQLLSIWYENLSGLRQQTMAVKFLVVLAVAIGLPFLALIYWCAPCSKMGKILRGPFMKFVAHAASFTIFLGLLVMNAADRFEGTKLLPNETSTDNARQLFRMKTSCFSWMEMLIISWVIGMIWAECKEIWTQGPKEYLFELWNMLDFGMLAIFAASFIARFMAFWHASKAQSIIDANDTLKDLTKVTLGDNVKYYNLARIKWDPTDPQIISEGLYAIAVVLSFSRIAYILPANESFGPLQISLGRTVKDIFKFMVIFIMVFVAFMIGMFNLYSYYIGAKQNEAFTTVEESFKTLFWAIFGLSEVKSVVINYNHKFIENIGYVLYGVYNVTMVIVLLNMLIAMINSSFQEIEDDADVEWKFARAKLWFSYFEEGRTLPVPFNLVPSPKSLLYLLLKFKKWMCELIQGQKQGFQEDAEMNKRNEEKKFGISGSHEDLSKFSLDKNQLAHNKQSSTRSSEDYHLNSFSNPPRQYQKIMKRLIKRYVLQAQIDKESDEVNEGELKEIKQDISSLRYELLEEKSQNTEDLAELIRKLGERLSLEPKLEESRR
TRPC6 inh – blocks the mouse TRPC6 cation channel; actives 1.1% (n = 310,000); B-score at 10 µM; Q61143; HEK293-TRPC6, membrane potential dye, ACh-evoked depolarization; hits give low values;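 active = B-score under library mean minus 3 SD, initial fluorescence not abnormally high, positive integrated signal ratio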;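 also: B-score derived from integrated fluorescence ratio over the kinetic read; more negative B-score means stronger inhibition of depolarization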
SKKanGAS inh – inhibitors of SKKanGAS S. pyogenes growth in kanamycin (SK-promoter or general growth effect) | BacTiter-Glo, 6 h | inhibition, % at 7.5 µM | actives 1.3% (n = 300,000) | AID 1662;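 active = mean replicate score, as percent of positive control median, at least 50; inconclusive = mean below 50 but one replicate at or above 50; inactive = mean and every replicate below 50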;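 also: strain carries kanamycin resistance gene driven by streptokinase promoter and grows in 40 µg/ml kanamycin; loss of luminescence reflects streptokinase promoter inhibition or plain growth inhibition; 0% = median of DMSO wells and 100% = positive control at its reference dose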
RGS4 inh – inhibitors of human RGS4; B-score at 10 µM; actives 0.45% (n = 310,000); P49798; HEK293 M3R/RGS4 inducible, Fluo-4 calcium flux; hits give high values; triggered by carbachol at its EC20;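 active = B-score, a plate-corrected calcium signal, over three deviations above library mean, with baseline fluorescence within five deviations of library mean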;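 also: RGS4 expression induced by doxycycline in cells with stable M3 receptor; B-score is computed from the integrated fluorescence ratio over baseline after carbachol; higher B-score means a larger calcium signal and so more RGS4 inhibition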
Target sequence (P49798 whole entry, looked up): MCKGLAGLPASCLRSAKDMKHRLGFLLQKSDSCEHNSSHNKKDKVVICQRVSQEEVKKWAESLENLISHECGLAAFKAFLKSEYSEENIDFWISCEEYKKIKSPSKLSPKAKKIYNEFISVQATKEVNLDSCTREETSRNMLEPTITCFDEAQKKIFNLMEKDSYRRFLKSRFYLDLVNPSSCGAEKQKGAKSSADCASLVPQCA
MrgX1 ag – human MrgX1 receptor agonism, primary screen; B-score at 10 µM; actives 0.44% (n = 310,000); MrgX1-HEK293 cells, Fluo-4 calcium fluorescence, agonist mode; hits give high values;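 active = calcium response B-score plate-corrected fluorescence ratio at least 3 library SD, with starting fluorescence B-score inside 5 SD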
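Material – MrgX1-expressing HEK293 cells · Input – 15,000 cells seeded per well · Dosing – compound as first of three additions · Times – overnight seeding, then 1 h dark dye loading · Measured by – kinetic Fluo-4 NW fluorescence of intracellular calcium · Read-out – B-scored fluorescence response ratio · Benchmarks – positive and negative control wells on each plate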
ANO1 activ – activators or potentiators of mouse TMEM16A chloride channel; Q8BHY3; HEK293 TMEM16A/YFP-H148Q/I152L, iodide quench fluorescence; hits give low values; B-score at 10 µM; actives 0.3% (n = 340,000); AID 623877;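 active = fluorescence-ratio B-score plate-corrected deviation score at least 3 library SD below zero, with starting fluorescence score within 5 deviations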;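 also: channel opened by trigger with iodide after compound preincubation; score built on the fluorescence ratio of max minus min over baseline; more negative score means more quench and so TMEM16A activation or potentiation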
MrgX1 antagonist – antagonists of human MrgX1 receptor. MRGX1-HEK293 calcium flux, Fluo-4, BAM8-22 antagonism; hits give low values. B-score at 10 µM. Q96LB2. actives 1.3% (n = 310,000);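 active = calcium-response B-score plate-corrected more than 3 library SD below zero, starting fluorescence within 5 deviations, no agonist response on first addition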;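 also: peak minus trough fluorescence over baseline after final BAM8-22 challenge near maximal dose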
RGS4 act – RGS4 potentiation or activation. AID 463111. HEK293 M3R/inducible RGS4, carbachol calcium flux Fluo4; hits give low values. B-score at 10 µM. actives 0.92% (n = 310,000);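 active = B-score of the integrated calcium signal more than 4 SD below the library mean, with starting fluorescence not abnormally high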;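 also: negative B-score means reduced calcium response which marks RGS4 activation or potentiation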
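test system = HEK293 cells with stable M3R and inducible RGS4 | schedule = recording 10 s baseline at 1 Hz, 100 s post-agonist | technique = Fluo4-AM (2 µM) calcium-flux fluorescence, kinetic read | measure = Agonist-evoked peak-minus-minimum fluorescence over baseline, integrated ratio, B score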
ANO1 block – mouse TMEM16A channel inhibition, primary screen. Q8BHY3. normalized B-score (activity score, 25-100; higher = stronger inhibition) at 10 µM. actives 1.2% (n = 310,000). HEK293 TMEM16A/YFP iodide influx fluorescence, ionomycin;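 active = ratio plate-corrected score three or more library SD toward inhibition, starting fluorescence score within five deviations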;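 also: score derived from kinetic fluorescence span divided by baseline fluorescence per well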
Numbers without * were called inactive; i = inactive; ? = inconclusive; · = no result given.

SMILES,HDAC3 inh,MrgX1 PAM,TRPC6 activator,TRPC6 inh,SKKanGAS inh,RGS4 inh,MrgX1 ag,ANO1 activ,MrgX1 antagonist,RGS4 act,ANO1 block
CCOC(=O)Nc1sc2c(c1C(=O)OCC)CCC2,3,i,i,i,-6,i,i,i,i,i,i
COC(=O)NCC(C)OC(=O)Nc1ccc(Cl)cc1 (centres undefined),1,i,i,i,-12,i,i,i,i,i,i
C=CCn1c(SCC(=O)Nc2ccc(Br)cc2)nc(O)c(CC)c1=O,5,i,i,i,5,i,i,i,i,i,i
COc1ccc(-c2nc(CS(=O)CC(=O)NCc3ccc(F)cc3)c(C)o2)cc1 (centres undefined),-2,i,i,i,5,i,i,i,i,i,i
O=C(Nc1cccc(S(=O)(=O)N2CCCCC2)c1)c1ccc(S(=O)(=O)C(F)F)cc1,9,i,i,i,2,i,i,i,i,i,i
O=C(/C=C\Nc1ccc2c(c1)OCO2)c1ccc(Cl)s1,-3,i,i,i,-14,i,i,i,i,i,i
COc1cccc(NC(=O)COc2ccccc2C(N)=O)c1,-8,i,i,i,-17,i,i,i,i,i,i
Cc1ccc(NC(=O)c2nc[nH]c2C(=O)N2CCOCC2)c(C(=O)c2ccccc2)c1,6,i,i,i,-3,i,i,i,i,i,i
N=C1C(c2ccccc2)=C(O)CN1c1cccc(S(N)(=O)=O)c1,2,i,i,i,-15,i,i,i,i,i,i
COc1ccc(C(C(O)C(=O)c2c[nH]c3ccccc23)N2CCN(c3ccccc3)CC2)cc1 (centres undefined),10,i,i,i,8,i,i,i,i,i,i
CCCc1nc2ccccc2c(C(=O)OCC(=O)c2ccc3c(c2)NC(=O)CO3)c1CC,-6,i,i,i,7,i,i,i,i,i,i
CC1CC(C)CN(CCCNC(=O)c2cn(C)c3ccc(S(=O)(=O)N4CCCC4)cc3c2=O)C1 (centres undefined),-4,i,i,i,3,i,i,i,i,i,i
COc1cccc(C(=O)Nc2ccc(S(=O)(=O)N3CCN(C)CC3)cc2)c1,-1,i,i,i,-12,i,i,i,i,i,i
COC(=O)c1sccc1NC(=O)COc1ccccc1Cl,-4,i,i,i,-1,i,i,i,i,i,i
Cc1cnc(C(=O)N2CCN(c3ccc(C(F)(F)F)cn3)CC2)cn1,2,i,i,i,2,i,i,i,i,i,i
COc1ccc(C(=O)NC(=S)N2CCOCC2)cc1[N+](=O)[O-],9,i,i,i,0,i,i,i,i,i,i
Cn1cc(CN2CCC(n3nccc3NC(=O)Cc3ccccc3)CC2)cn1,·,i,i,i,-1,i,i,i,i,i,i
Cc1ccc(CN2CCN(C(=O)CCc3ccccc3)CC2)cc1,-1,i,i,i,3,i,i,i,i,i,i
COc1ccc(NC(=O)c2cc(CC(C)C)nc3ccccc23)cc1,-3,i,i,i,-4,i,i,i,i,i,i
O=C1C=C(NCc2ccco2)CC(c2ccc(Cl)cc2)C1 (centres undefined),5,i,i,i,2,i,i,i,i,i,i
COc1cc(O)cc2cc3c(c(O)c12)C(=O)CC(C)(O)O3 (centres undefined),12,i,·,·,·,·,i,i,i,·,i
Cn1c(SCC(=O)Nc2ccc3[nH]c(=O)[nH]c3c2)nnc1-c1ccccc1,-16,i,i,i,-3,i,i,i,i,i,i
COc1ccccc1OC(=O)c1cc2ccccc2oc1=O,6,i,i,i,5,i,i,i,i,i,i
c1ccc(CN(Cc2ccco2)C(c2ccncc2)c2nnnn2C2CCCC2)cc1 (centres undefined),9,i,i,i,0,i,i,i,i,i,i
CCOC(=O)C1(CCOc2ccccc2)CCN(C(=O)c2cncs2)CC1,?,i,i,i,3,i,i,i,i,i,i

The list goes on:
SMILES,HDAC3 inh,MrgX1 PAM,TRPC6 activator,TRPC6 inh,SKKanGAS inh,RGS4 inh,MrgX1 ag,ANO1 activ,MrgX1 antagonist,RGS4 act,ANO1 block
CCCCn1c(N)c(N(CCOC)C(=O)CN(C)S(=O)(=O)c2ccc(Cl)cc2)c(=O)[nH]c1=O,-2,i,i,i,4,i,i,i,i,i,i
O=C(Nc1nc(-c2ccc(-c3ccccc3)cc2)cs1)C1CCCO1 (centres undefined),2,i,i,i,64*,i,i,i,i,i,100*
CN(C)C(=O)COC(=O)[C@H](Cc1ccccc1)NC(=O)c1ccco1,-2,i,i,i,8,i,i,i,i,i,i
COc1cc2c(cc1OC)-c1nnc(-c3cccs3)n1C1(CCCC1)C2,-10,i,i,i,2,i,i,i,i,i,i
CCOc1ccc(C(=O)Nc2c3c(nn2-c2cccc(C)c2C)CS(=O)C3)cc1 (centres undefined),2,i,i,i,-1,i,i,i,i,i,i
CCn1c(SCC(=O)c2ccc3ccccc3c2)nnc1-c1cccs1,3,i,i,i,0,i,i,i,i,i,i
O=C(NCC1CCCCC1)c1cccnc1Cl,-8,i,i,i,-8,i,i,i,i,i,i
Clc1nnc(NN=C2CCCC2)c2ccccc12,-1,i,i,i,1,i,i,i,i,i,i
Cc1ccccc1C(=O)N/N=C/c1ccsc1C,1,i,i,i,2,i,i,i,i,i,i
CN1C(=O)c2ccccc2Sc2ccc(NC(=O)NC3CC3)cc21,0,i,i,i,1,i,i,i,i,i,i
CCCCCn1c(CNC(=O)COC)nc2ccccc21,2,i,i,i,1,i,i,i,i,i,i
O=C(CC1SC(N2CCCCC2)=NC1=O)Nc1ccc(C(=O)Nc2ccccc2)cc1 (centres undefined),4,i,i,i,2,i,i,i,i,i,i
Cc1ccccc1NC(=O)NNC(=O)c1ccc2ccccc2c1,7,i,i,i,7,i,i,i,i,i,i
NC(=O)c1ccc(NC(=O)COC(=O)C(Cc2ccccc2)NC(=O)c2ccccc2)cc1 (centres undefined),-4,i,i,i,-6,i,i,i,i,i,i
Cc1ccc(CSc2nnc(CNc3ccc(F)cc3)o2)cc1,2,i,i,i,-19,i,i,i,i,i,i
O=C(CCc1nnc2ccc(N3CCC4(CC3)OCCO4)nn12)NCc1ccc(F)cc1,6,i,i,i,-5,i,i,i,i,i,i
Cc1ccccc1C(=O)Nc1c(C(=O)N(CCN(C)C)Cc2ccco2)oc2ccccc12,2,i,i,i,2,i,i,i,i,i,i
CC1=NC(C)(C)Cc2c(C)cccc21,-4,i,i,i,6,i,i,i,i,i,i
Cc1nn(-c2ccccc2)c(Cl)c1/C=N/NC(=O)c1ccnn1C,8,i,i,i,-5,i,i,i,i,i,i
N#Cc1ccc(C(CC(=O)O)N2Cc3ccccc3C2=O)cc1 (centres undefined),6,i,i,i,-3,i,i,i,i,i,i
O=C(O)c1ccc(CNC(=O)c2ccccc2NC(=O)c2ccc([N+](=O)[O-])cc2)cc1,4,i,i,i,6,i,i,i,-4.9*,i,i
Cc1cc(C(F)(F)F)nn1CC(=O)N1CCOCC1,-1,i,i,i,0,i,i,i,i,i,i
CCc1nc2ccccc2nc1N1CCN(S(=O)(=O)c2c(C)cc(Cl)cc2C)CC1,-4,i,i,i,13,i,i,i,i,i,i
COc1ccc(OC)c2[nH]c(=O)c(CCNC(=O)c3cc4ccccc4o3)cc12,-2,i,i,i,2,i,i,i,i,i,i
Cc1cc(NCCCn2ccnc2)n2nc(C)c(-c3ccc(Cl)cc3)c2n1,5,i,i,i,8,i,i,i,i,i,i

Continuation.
SMILES,HDAC3 inh,MrgX1 PAM,TRPC6 activator,TRPC6 inh,SKKanGAS inh,RGS4 inh,MrgX1 ag,ANO1 activ,MrgX1 antagonist,RGS4 act,ANO1 block
COc1ccc(C)cc1NC(=O)CSc1ccc(-c2sc(C)nc2C)nn1,1,i,i,i,-4,i,i,i,i,i,i
COc1ccccc1-n1c(CNC(=O)c2ccco2)n[nH]c1=S,8,i,i,i,0,i,i,i,i,i,i
COc1ccc(N(CC(=O)NCc2cccs2)S(=O)(=O)c2c(C)nn(C)c2C)cc1,0,i,i,i,-4,i,i,i,i,i,i
CC(=O)CSc1nnc(Cc2ccc3c(c2)OCO3)o1,-5,i,i,i,-1,i,i,i,i,i,i
O=C(CN1CCCc2ccccc21)NC(=O)NCc1ccccc1,-2,i,i,i,-12,i,i,i,i,i,i
O=c1[nH]n(Cc2ccccc2)c(=O)c2ccccc12,-2,i,i,i,-1,i,i,i,i,i,i
Cc1nn(CC(=O)N2CCN(c3ccccc3)CC2)c(C)c1[N+](=O)[O-],-1,i,i,i,-3,i,i,i,i,i,i
CC(=O)N1CCc2c(sc3c2c(=O)n(-c2ccccc2)c(=O)n3Cc2ccccc2Cl)C1,3,i,i,i,7,i,i,i,i,i,i
CN(C(=O)c1ccc2c(c1)OCO2)C1CCS(=O)(=O)C1 (centres undefined),3,i,i,i,0,i,i,i,i,i,i
CCC(CC)C(=O)c1c[nH]c(C(=O)NC2CCCCCC2)c1,2,i,i,i,-5,i,i,i,i,i,i
Fc1ccc(-c2cc(C(F)(F)F)nc(-n3cc(Cl)cn3)n2)cc1,7,i,i,i,-11,i,i,i,i,i,i
Oc1ccccc1C1CCCCC1c1ccccc1 (centres undefined),4,i,i,i,?,i,i,i,i,i,i
Cc1ccc2c(c1)c1ncn(Cc3ccc(F)cc3)c(=O)c1n2C,-1,i,i,i,12,i,i,i,i,i,i
CC(=O)NN1C(=O)c2ccccc2NC1c1ccco1 (centres undefined),-11,i,i,i,-13,i,i,i,i,i,i
Cc1c(Cl)cccc1NC(=O)CCN1CCCCC1,0,i,i,i,-8,i,i,i,i,i,i
O=C(O)CCn1cc(-c2ccc(Cl)cc2)nc1-c1ccncc1,5,i,·,·,·,·,i,i,i,·,i
CCCCc1ccc(NC(=O)C2CCN(S(C)(=O)=O)CC2)cc1,4,i,i,i,-13,i,i,i,i,i,i

Some of the entries so far, with each value named:
CN1C(=O)c2ccccc2Sc2ccc(NC(=O)NC3CC3)cc21
  HDAC3 inh = 0; MrgX1 PAM = i; TRPC6 activator = i; TRPC6 inh = i; SKKanGAS inh = 1; RGS4 inh = i; MrgX1 ag = i; ANO1 activ = i; MrgX1 antagonist = i; RGS4 act = i; ANO1 block = i
CC1=NC(C)(C)Cc2c(C)cccc21
  HDAC3 inh = -4; MrgX1 PAM = i; TRPC6 activator = i; TRPC6 inh = i; SKKanGAS inh = 6; RGS4 inh = i; MrgX1 ag = i; ANO1 activ = i; MrgX1 antagonist = i; RGS4 act = i; ANO1 block = i
